Assay outcomes from PubChem.
ABCB1 inh: human ABCB1 inhibition, ABCG2 as counter-screen; CCRF-Adr cells, JC-1 efflux, flow cytometry; inhibition, % at 6.6 µM; 190,000 compounds, 0.067% hits; in the data active = inhibition above about 40%;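 also: 0% = vehicle and 100% = reference inhibitor; higher value means more JC-1 retained so stronger ABCB1 efflux block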
Rab2 wt GTP: changes GTP binding to wildtype dog Rab2A, up or down; P61105; GST-Rab2 wt beads, Bodipy-GTP binding, flow cytometry; GTP binding activity, % at 10 µM; 190,000 compounds, 0.19% hits; AID 760;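 active = GTP binding activity at least 20 points away from 100%, either lowered or raised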;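 also: 0% = beads with excess unlabeled GTP and 100% = no-compound control corrected for plate trend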
Rab7 wt GTP bind: alters GTP binding to wildtype dog Rab7 | GTP binding activity (percent of control), % at 10 µM | 190,000 compounds, 0.055% hits | GST-Rab7 beads, fluorescent GTP binding, flow cytometry; actives lie on both sides; untreated = 100%, excess cold GTP = 0%;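 active = fluorescent GTP binding to Rab7 beads changed by at least 20 points from the 100% baseline, either direction, mostly lower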;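 also: median green fluorescence of bound Bodipy-FL-GTP per Rab7 bead population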
Pf gametocyte: P. falciparum stage V gametocyte viability inhibition. inhibition, % at 10.9 µM. P. falciparum stage V gametocytes, ATP luminescence, 24 h. 150,000 compounds, 0.065% hits;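 active = inhibition above the mean plus 3 SD of compounds within the control limits, set per campaign, cut at about 38% in these data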;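 also: 0% = DMSO wells and 100% = medium only without gametocytes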
ABCG2 block: inhibitors of human ABCG2 transporter, ABCB1 counter-screen. Q9UNQ0. IgMXP3 cells, JC-1 efflux, flow cytometry. inhibition, % at 6.6 µM. 190,000 compounds, 0.1% hits. AID 1325;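 active = inhibition above 80%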;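 also: 0% = DMSO and 100% = nicardipine control wells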
Target sequence (Q9UNQ0 whole entry, looked up): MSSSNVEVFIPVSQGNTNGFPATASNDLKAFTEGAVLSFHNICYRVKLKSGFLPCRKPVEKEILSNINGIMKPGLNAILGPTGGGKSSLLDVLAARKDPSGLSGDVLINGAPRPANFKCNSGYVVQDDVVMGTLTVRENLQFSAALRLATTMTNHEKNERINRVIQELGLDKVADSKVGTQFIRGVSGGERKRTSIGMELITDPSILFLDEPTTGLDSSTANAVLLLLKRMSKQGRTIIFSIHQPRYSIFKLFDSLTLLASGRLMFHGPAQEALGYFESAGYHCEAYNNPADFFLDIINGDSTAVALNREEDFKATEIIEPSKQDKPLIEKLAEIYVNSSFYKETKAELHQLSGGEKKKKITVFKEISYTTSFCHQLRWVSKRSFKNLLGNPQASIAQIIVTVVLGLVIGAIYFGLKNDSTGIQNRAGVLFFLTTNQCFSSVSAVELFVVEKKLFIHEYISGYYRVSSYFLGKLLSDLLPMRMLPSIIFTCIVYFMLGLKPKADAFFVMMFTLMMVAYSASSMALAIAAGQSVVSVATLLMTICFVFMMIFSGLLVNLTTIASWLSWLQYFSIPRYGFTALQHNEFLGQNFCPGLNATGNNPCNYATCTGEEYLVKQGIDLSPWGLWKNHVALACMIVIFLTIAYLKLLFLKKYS
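Read-out basis: Efflux inhibition in percent versus controls | Test system: ABCG2 IgMXP3 and barcoded ABCB1 CCRF-Adr cell mix | Quantity: 3 million cells/mL in well | Schedule: 10 min at 25 °C | Control set: Nicardipine as high control, DMSO as low control | Reagent: JC-1 as fluorescent efflux pump substrate | Signal: Flow cytometry of retained JC-1 fluorescence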
Cdc42 wt: changes GTP binding to wildtype human Cdc42; P60953; GST-Cdc42 beads, Bodipy-GTP binding, flow cytometry; actives lie on both sides; percent activity (GTP binding), % at 10 µM; 190,000 compounds, 0.2% hits; AID 761;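 active = percent activity GTP binding at least 20 points away from the 100% baseline, either down as inhibitor or up as activator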;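 also: median bead fluorescence of bound Bodipy-FL-GTP at 100 nM; 0% = excess unlabeled GTP control and 100% = no compound control; below 100% means less GTP binding so inhibitor and above means activator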
Target sequence (P60953 whole entry, looked up): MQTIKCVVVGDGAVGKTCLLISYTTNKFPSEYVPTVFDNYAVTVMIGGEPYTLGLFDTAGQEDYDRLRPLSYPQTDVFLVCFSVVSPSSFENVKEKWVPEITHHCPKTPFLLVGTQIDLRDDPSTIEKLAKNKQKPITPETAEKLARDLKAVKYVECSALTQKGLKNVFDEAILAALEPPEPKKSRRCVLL
Rac1 wt GTP bind: human Rac1 wildtype GTP binding, inhibitors and activators. AID 757. 190,000 compounds, 0.27% hits. GTP binding activity (% of control), % at 10 µM. P63000. GST-Rac1 beads, fluorescent GTP binding, flow cytometry; actives lie on both sides; 0 = cold GTP competed, 100 = untreated;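 active = GTP binding activity at least 20 points away from the 100% control level, either lower or higher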
Avidin fluor: compound fluoresces at 488/530 nm on avidin beads; compound fluorescence 488/530 nm, flow cytometry; hits give high values; fluorescence (KMESF) at 10 µM; 220,000 compounds, 0.38% hits; AID 1775; in the data active = fluorescence above about 47; also: inactives centre near 10
GSH fluor: GSH bead compound fluorescence profile. GSH beads flow cytometry, compound fluorescence 488/530 nm; hits give high values. fluorescence (KMESF) at 10 µM. 190,000 compounds, 0.25% hits; in the data active = fluorescence above about 89;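 also: glutathione beads carrying GST-tagged Bcl family fusion proteins plus one bare bead set; values are compound well signal with DMSO vehicle wells as background; inactives centre near 16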
Rac1 act GTP bind: alters GTP binding to activated mutant human Rac1. P63000. GST-Rac1 activated beads, fluorescent GTP binding, flow cytometry; actives lie on both sides; 100% means binding = to untreated wells. percent activity (GTP binding), % at 10 µM. 190,000 compounds, 0.11% hits. AID 764;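 active = GTP binding at least 20 percentage points away from the 100% baseline, in either direction, so actives lie on both sides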
HRas wt GTP: changes GTP binding to wildtype human HRas. AID 759. P01112. GTP binding activity, % at 10 µM. GST-Ras wt beads, Bodipy-FL-GTP binding, flow cytometry; actives lie on both sides. 190,000 compounds, 0.14% hits;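 active = GTP binding activity at least 20% away from the 100% baseline, either lowered as inhibitor or raised as activator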;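 also: 0% = unlabeled GTP competition control and 100% = no-compound control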
Target sequence (P01112 whole entry, looked up): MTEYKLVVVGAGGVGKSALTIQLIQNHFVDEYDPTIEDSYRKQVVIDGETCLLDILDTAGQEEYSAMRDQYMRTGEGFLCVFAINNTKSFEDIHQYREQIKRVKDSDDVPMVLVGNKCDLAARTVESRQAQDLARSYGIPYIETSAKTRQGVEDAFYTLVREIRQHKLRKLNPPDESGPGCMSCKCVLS
An asterisk follows results filed as active; x = not tested or not shown.

Sample of the layout:
SMILES	ABCB1 inh	Rab2 wt GTP	Rab7 wt GTP bind	Pf gametocyte	ABCG2 block	Cdc42 wt	Rac1 wt GTP bind	Avidin fluor	GSH fluor	Rac1 act GTP bind	HRas wt GTP
CCCCNC(=O)CCCCCNS(=O)(=O)c1ccc(OC)cc1	0.0	102	100	x	1	102	106	14	33	100	101
Cc1cc(C)c(OCCOCCN(C)C)c(Br)c1	0.3	102	101	19	2	103	104	15	13	99	101
COc1cc(NC(=O)CCc2ccccc2)nc(OC)n1	0.5	97	102	x	8	100	99	12	28	96	99

All compounds of this part, repeating the preview:
SMILES	ABCB1 inh	Rab2 wt GTP	Rab7 wt GTP bind	Pf gametocyte	ABCG2 block	Cdc42 wt	Rac1 wt GTP bind	Avidin fluor	GSH fluor	Rac1 act GTP bind	HRas wt GTP
CCCCNC(=O)CCCCCNS(=O)(=O)c1ccc(OC)cc1	0.0	102	100	x	1	102	106	14	33	100	101
Cc1cc(C)c(OCCOCCN(C)C)c(Br)c1	0.3	102	101	19	2	103	104	15	13	99	101
COc1cc(NC(=O)CCc2ccccc2)nc(OC)n1	0.5	97	102	x	8	100	99	12	28	96	99
CCOC(=O)C(C)Sc1cnccn1 (stereo not given)	0.2	96	98	4	1	99	101	3	10	94	97
CNc1cc([N+](=O)[O-])ccc1N/C=C/C(=O)c1cccs1	0.8	97	100	4	-3	98	100	22	11	97	98
Cc1ccc2[nH]c3c(=S)nc[nH]c3c2c1	-1.3	102	101	-12	-5	101	97	5	16	99	99
CC(C)c1ccc(NC(=S)NNC(=O)c2cccnc2)cc1	0.0	101	104	-23	0	99	103	10	17	97	102
CCOc1ccc(-n2c(N)c(C(=O)NCc3ccco3)sc2=S)cc1	0.4	100	102	x	1	101	103	10	7	99	101
CCOC(=S)SCc1cn2ccccc2n1	-0.1	100	104	-10	0	98	100	5	18	97	96
CCOC(=O)C1CCCN(S(=O)(=O)Cc2ccccc2)C1 (stereo not given)	-2.0	102	105	x	4	101	103	11	27	101	100
CCNC(=O)COc1cc(C)c(Cl)c(C)c1	0.6	95	98	x	5	95	95	12	56	93	96
COC(=O)c1cc(OC)c(OC)cc1NCC(=O)Nc1ccc(C)cc1	-0.1	99	97	0	0	102	101	10	11	96	97
O=C(COC(=O)CNC(=O)c1ccccc1)Nc1ccc(Cl)cc1C(F)(F)F	0.0	99	98	-2	6	104	106	15	12	99	100
COc1ccccc1N1CCN(C/C(C)=C/c2ccccc2)CC1	0.8	101	100	x	2	102	100	11	14	99	101
Cc1ccc(-n2[nH]c(C)c(C=Nc3ccc(S(=O)(=O)Nc4nccs4)cc3)c2=O)cc1	-0.6	89	98	x	-3	95	84	10	11	95	93
O=C(COC(=O)c1ccco1)NC(c1ccccc1)c1ccccc1	0.8	102	107	-17	2	99	102	13	12	96	103
Cc1cc(C(=O)N2CCN(Cc3ccc4c(c3)OCO4)CC2)on1	0.1	102	101	x	0	101	104	25	15	100	99
COc1ccc(CNC(=O)CN(C(=O)Cn2nnc(-c3ccccc3F)n2)c2ccc(C)cc2)cc1	0.2	100	97	x	1	100	101	14	10	98	98
Cc1ccc(OCC(O)CN2C(=O)NC(C)(C)C2=O)cc1C (stereo not given)	0.3	103	100	x	1	104	106	8	22	102	103
Cc1ccc2nc(SCc3ccccc3)c(C=O)c(=O)n2c1	0.2	100	98	-16	12	98	106	14	4	99	99
O=C(NCCN1C(=O)S/C(=C\c2ccc(Cl)c(Cl)c2)C1=O)C1COc2ccccc2O1 (stereo not given)	0.0	91	98	x	1	86	88	21	10	87	92
CCOC(=O)c1c(NC(=O)CSc2nnc3ccccn23)sc2c1CCC2	-2.9	100	97	x	7	104	105	11	23	100	100
CCNCCNC(=O)c1c(O)c2c([nH]c1=O)CCCC2	0.6	101	98	5	9	101	106	8	25	100	99
COc1ccccc1NC(=O)N1CCCC(C(=O)Nc2cccc(C)c2C)C1 (stereo not given)	-0.2	99	96	x	8	98	100	5	37	98	98
COc1ccc(CC(=O)Nc2cccc(-c3cn4ccccc4n3)c2)cc1	4.4	100	105	2	6	99	102	3	9	98	102
Cn1ncc2c(NNC(=O)c3ccc(Cl)c(Cl)c3)ncnc21	-0.4	98	99	x	2	99	101	6	19	96	98
O=C(NC(=S)NC1CCSC1=O)c1ccccc1F (stereo not given)	0.0	105	108	5	1	107	104	5	13	102	105
COc1ccc(OC)c(NC(=O)CC2C(=O)NCCN2C(=O)Nc2cccc(Cl)c2)c1 (stereo not given)	0.7	101	99	x	48	99	104	7	38	97	100
O=C(CSc1ccc(Cl)cc1)Nc1ccc(N2CCN(c3ccccc3)CC2)c(F)c1	0.0	98	96	-35	0	99	100	1	20	98	98
CC1CN(C(=O)c2ccccc2Sc2ccccc2C#N)CC(C)O1 (stereo not given)	0.2	103	106	x	0	105	105	11	12	102	103
COc1ccc(CCNc2nc3c(c(=O)n(C)c(=O)n3C)n2C)cc1OC	0.4	94	96	11	5	93	96	10	36	93	95
COc1cccc(C2NC(C)(C(=O)O)C3C(=O)N(C(C)C)C(=O)C23)c1O (stereo not given)	0.1	98	95	x	3	97	101	7	26	98	96
c1cnc2c(OCc3nc4ccccc4[nH]3)cccc2c1	0.6	95	95	-3	11	100	95	13	30	94	95
O=C(COC(=O)c1cc(=O)c2ccccc2o1)NC1CCCC1	0.7	99	107	8	2	95	96	24	24	90	99
CC1CN(C(=O)c2cccc(S(=O)(=O)Nc3ccc(Cl)cc3)c2)CC(C)O1 (stereo not given)	0.8	93	92	15	4	94	97	13	13	91	93
Nc1ncc(Br)cc1S(=O)(=O)NCCC(=O)N1CCN(c2ncccn2)CC1	0.9	100	99	22	12	106	105	12	22	100	102
CCN(CC)c1ccc(/C=N/NC(=O)c2cccc(S(=O)(=O)Nc3ccccc3OC)c2)cc1	0.1	103	110	-41	4	98	104	10	14	97	103
Cc1ccc(NC(=O)CN(C)C(=O)COc2c(Cl)cc(Cl)c3ccc(C)nc23)cc1	1.2	95	95	29	13	98	99	13	11	96	96
CCOC(=O)c1c(NS(=O)(=O)Cc2ccccc2)sc2c1CCCC2	0.0	96	96	x	-1	99	99	10	35	93	97
Cc1cccc(CNCc2ccccc2)c1	0.4	96	97	-4	2	96	99	8	5	98	96
CC(C)[C@H](NS(=O)(=O)c1ccccc1)C(=O)OCC(=O)N1N=C(c2ccc(Cl)cc2)CC1c1ccco1 (stereo not given in full)	0.0	101	104	-12	-5	101	104	2	6	101	102
CCN1CCN(CC(=O)Nc2ccc3c(c2)OCCO3)C(=O)C1=O	0.2	102	107	x	0	100	109	8	20	98	103
CCN1C(=O)C2(Nc3ccccc3-c3nc4ccccc4n32)c2cc(OC)ccc21 (stereo not given)	53*	103	106	x	16	106	105	12	32	99	101
COc1ccc(C=O)cc1Oc1nc(Cl)ncc1F	0.1	96	93	12	1	97	99	11	13	98	95
Cc1nnc(SCC(=O)NC(=O)Nc2ccc3c(c2)OCCO3)s1	0.2	97	97	15	9	98	96	5	10	96	98
COc1ccccc1NC(=O)CSCC(N)=O	-0.1	106	106	-10	0	107	106	6	51	100	105
COc1ccc(NC(=O)c2c(NC(=O)CCC(=O)O)sc(-c3ccccc3)c2C)cc1	-0.4	92	97	6	-1	90	90	5	10	90	96
O=S(=O)(NCc1ccco1)c1cccc(S(=O)(=O)N2CCCCC2)c1	0.3	100	104	x	2	99	105	23	16	100	101
CCCCCCNC(=O)c1ccc(Br)o1	0.5	103	105	x	2	106	111	10	17	102	104
CC(C)(C)c1ccc(OCC(=O)NNC(=O)CCc2ccccc2)cc1	0.0	95	91	x	0	95	94	17	18	95	96
New compounds follow
SMILES	ABCB1 inh	Rab2 wt GTP	Rab7 wt GTP bind	Pf gametocyte	ABCG2 block	Cdc42 wt	Rac1 wt GTP bind	Avidin fluor	GSH fluor	Rac1 act GTP bind	HRas wt GTP
O=C(c1ccc([N+](=O)[O-])cc1)N1CCN=C1SCc1ccccc1	-0.8	96	103	x	-2	93	94	9	16	91	93
COC(=O)c1ccc(NC(=O)c2cc3sccc3n2C)cc1	1.1	99	102	x	7	103	103	11	10	100	102
Cc1cccc(Oc2cc(NC(=O)c3ccccc3)cc([N+](=O)[O-])c2)c1	1.0	96	94	5	11	100	95	19	18	97	99
N#Cc1nc(-c2ccc(Cl)cc2)oc1NCc1cccc2c1OCO2	0.0	97	98	-7	0	99	99	6	19	95	98
Cc1cc(N2CC(C)OC(C)C2)nc(C(C)C)n1 (stereo not given)	0.7	98	104	13	2	96	101	12	14	96	98
COc1ccc(-n2c(-c3ccc(C)cc3)n[nH]c2=S)cc1	0.7	101	102	-36	4	101	103	7	13	99	102
CCCC(=O)N1c2ccccc2NC2=C(C(=O)CCC2)C1c1ccc(F)cc1 (stereo not given)	-0.2	101	101	x	1	99	100	13	28	98	99
S=C(NCc1cccs1)Nc1ccc(Br)cc1Cl	1.4	96	105	x	11	99	100	10	19	97	100
Cc1cc2nc(N=C(N)N)nc(C)c2cc1C	-0.3	93	91	-6	-1	93	92	13	12	97	94
CCn1cc([N+](=O)[O-])c(C(=O)Nc2ccn(C34CC5CC(CC(C5)C3)C4)n2)n1	0.2	102	105	-2	1	101	106	4	9	97	104
O=C(Nc1ccccc1)Nc1cccc(Cl)c1	0.4	98	100	x	9	99	103	10	11	97	101
CCSc1nc2c(c(=O)n1Cc1ccccc1)SC(C)C2 (stereo not given)	0.2	98	98	x	3	99	99	13	10	97	98
Cc1noc(C)c1CSc1nnc2ccc3ccccc3n12	0.4	97	97	x	2	100	100	34	12	98	98
Cc1ccc(-n2c(=O)c3sccc3n(CC(=O)NCc3ccco3)c2=O)cc1F	0.2	97	95	x	3	97	98	11	8	97	97
Cc1ccc(C2CC(C(F)(F)F)n3nc(C(=O)NCC4CCCO4)cc3N2)cc1 (stereo not given)	0.3	105	104	-15	2	104	108	9	16	101	104
CCn1c(-c2cc(OC)ccc2OC)csc1=Nc1c(C)n(C)n(-c2ccccc2)c1=O	0.0	99	99	x	0	103	106	23	13	98	99
CCOC(=O)c1sc(NC(=O)CSc2nc3c(c(=O)n2-c2ccccc2)SCC3)c(C(=O)OCC)c1C	8.6	99	96	x	13	100	105	7	16	100	102
CCOC(=O)C=C(C(=O)OCC)C(=O)OCC	0.4	98	95	21	0	99	101	6	20	100	98
O=C(c1ccccc1)c1ncc(C(F)(F)F)cc1Cl	0.1	96	98	1	2	98	106	12	36	97	100
CC(=O)Nc1ccc(Nc2c3c4c(cccc4n(C)c2=O)C(=O)c2ccccc2-3)cc1	10	103	97	-3	10	101	104	1	8	101	99
CC(=O)Nc1ccc(S(=O)(=O)Nc2ccc(F)c([N+](=O)[O-])c2)cc1	0.6	97	105	-30	2	94	96	9	8	95	97
